# Source: PubChem (National Center for Advancing Translational Sciences (NCATS))
# GLP1R ag: GLP-1 receptor (human) agonism | HEK293 GLP-1R CRE-luciferase, luminescence, 4-6 h; cells express a hypersensitive GLP-1R form | actives 0.007% (n = 380,000) | Potency, µM (doses to about 45.6 µM), without a hit: at the top dose activation, usual class: activators | P43220; also: potency is read from the fitted curve at half-maximal effect; % of control where 0% means no effect
# IL2 activator: activates IL-2 in a cell-based reporter assay | IL-2 activation reporter assay, cell-based qHTS; stimulated with anti-CD3/CD4/CD28 beads; in transgenic mouse T cells | activation, % (series mostly up to about 46 µM) | actives 0.065% (n = 360,000); in the data active = activation above about 50%; inconclusive = mostly about 30% to 49%; also: 0% is about no effect
#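 Unstimulated transgenic mouse T cells preincubated 60 min with compound, then stimulated with anti-CD3/anti-CD4-coated beads plus anti-CD28 for 18 h at 37 degrees C. IL-2 response read as EGFP and DsRed fluorescence by plate cytometry.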
# EPAC1 antag: EPAC1 (human) antagonism; O95398; AID 720709; EPAC1 GEF assay, Rap1b-BODIPY-GDP exchange fluorescence; actives 0.14% (n = 360,000); Potency, µM (series often up to 115 µM), without a hit: at the highest dose activity change, negative = inhibition, actives largely listed as inhibitors;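 also: potency is read from the fitted curve at half-maximal effect; plate controls were vehicle for no effect and positive control for full effect; nearly all actives have a fitted effect of over 50% in size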
# Target sequence (O95398 whole entry, looked up): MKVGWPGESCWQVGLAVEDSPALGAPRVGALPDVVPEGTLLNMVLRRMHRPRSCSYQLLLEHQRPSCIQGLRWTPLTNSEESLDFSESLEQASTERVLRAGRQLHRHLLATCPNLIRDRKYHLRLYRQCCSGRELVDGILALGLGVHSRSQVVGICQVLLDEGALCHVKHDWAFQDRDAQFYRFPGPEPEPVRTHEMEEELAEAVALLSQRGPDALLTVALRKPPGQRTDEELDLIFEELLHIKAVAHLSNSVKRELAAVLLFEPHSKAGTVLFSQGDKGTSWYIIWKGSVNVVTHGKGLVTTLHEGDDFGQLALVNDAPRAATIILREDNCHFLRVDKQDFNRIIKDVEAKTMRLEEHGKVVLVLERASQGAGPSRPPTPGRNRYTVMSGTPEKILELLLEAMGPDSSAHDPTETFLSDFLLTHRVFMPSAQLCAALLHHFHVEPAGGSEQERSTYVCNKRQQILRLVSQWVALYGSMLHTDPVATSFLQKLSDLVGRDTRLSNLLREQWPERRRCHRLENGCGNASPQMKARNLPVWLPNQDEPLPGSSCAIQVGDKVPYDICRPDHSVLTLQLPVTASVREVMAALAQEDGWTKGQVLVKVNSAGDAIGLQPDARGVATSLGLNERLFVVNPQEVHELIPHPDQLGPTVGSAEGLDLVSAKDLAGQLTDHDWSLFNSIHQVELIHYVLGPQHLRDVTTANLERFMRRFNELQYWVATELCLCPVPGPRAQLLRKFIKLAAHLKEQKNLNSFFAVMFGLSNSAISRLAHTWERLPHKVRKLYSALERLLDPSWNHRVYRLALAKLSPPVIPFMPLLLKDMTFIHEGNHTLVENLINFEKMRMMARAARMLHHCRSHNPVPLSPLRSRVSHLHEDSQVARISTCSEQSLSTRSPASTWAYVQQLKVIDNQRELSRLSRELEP
# PTHR1 ag: agonists of human PTHR1 parathyroid hormone receptor | Q03431 | HEK293 GP2 PTHR1 cells, GloSensor cAMP luminescence, 1 h | Potency, µM (highest dose often 115 µM), without a hit: at the highest dose activation, usual class: activators | actives 0.075% (n = 410,000) | AID 743266; also: potency is read from the fitted curve at half-maximal effect; nearly all actives have a fitted effect of over 55% in size; some results filed as inactive show a strong effect at the top dose; inactives centre near -15; many of its hits are not listed in these tables
#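 HEK-293-derived GP2 cells expressing PTHR1 and a GloSensor cAMP reporter, 3,000/well, plated overnight, given luciferin plus IBMX (each 0.5 mM as added) for 1 h at 37 °C, then compound for 1 h at 37 °C. Luminescence was read after 15 min at room temperature.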
# PI5P4K alpha inh: blocks human PI5P4K alpha kinase activity; P48426; PI5P4Kalpha enzyme, ADP-Glo luminescence, 60 min; hits give low values; actives 1.2% (n = 330,000); AID 652105; max response, %; active = max response of -50% or lower; inconclusive = between -30% and -50%; inactive = -30% or higher; also: value at the top dose of about 77 µM; % is scaled to controls: 0 for no effect and ±100 for the full control effect
#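 Single end-point luminescence (ADP-Glo) quantified ADP from PI5P4Kalpha turnover; ATP 5 microM final, 1 h at RT, 0.1% CHAPS and 0.28 mM EGTA in HEPES pH 7.4.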
# GLP1R inv ag: GLP-1 receptor (human) inverse agonism. P43220. HEK293 GLP-1R CRE-luciferase, luminescence, 24 h; GLP-1R form is constitutively active. Potency, µM (highest dose often 38.3 µM), for the others: top-dose activity change, negative = inhibition, most hits filed as inhibitors. actives 1.6% (n = 410,000); also: potency is read from the fitted curve at half-maximal effect; % is scaled to controls: 0 for no effect and ±100 for the full control effect; nearly all actives have a fitted effect of over 55% in size
#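 Using stably transfected HEK293 (constitutively active GLP-1R, cAMP-luciferase reporter), compounds were incubated 24 hr and luciferase measured by luminescence.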
# PLK1 PBD inh: blocks phosphopeptide binding to human PLK1 polo-box domain; Plk1 PBD binding of FITC phosphopeptide, fluorescence polarization; Potency, µM, inactives show max response, negative = inhibition, actives largely listed as inhibitors; actives 2.8% (n = 360,000); AID 720504; also: potency is read from the fitted curve at half-maximal effect; series mostly up to about 57 µM; % is scaled to controls: 0 for no effect and ±100 for the full control effect; nearly all actives have a fitted effect of over 65% in size
# GLP1R cytotox: cytotoxicity counter-screen for GLP-1 receptor inverse agonists; HEK293 cAMP-luciferase reporter cells, luminescence, 24 h; Potency, µM (top dose mostly 38.3 µM), for inactives: at the highest dose activity change, negative = inhibition, actives largely listed as inhibitors; actives 0.13% (n = 410,000); AID 624418;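 also: loss of luciferase light is scored as toxicity; potency is read from the fitted curve at half-maximal effect; % is scaled to controls: 0 for no effect and ±100 for the full control effect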
#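 MLSMR compounds, 24 hr on cells at 37 deg C/5% CO2; luminescence after luciferase reagent (12 min RT). Inhibition counted as the undesired cytotoxic outcome.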
# EPAC1 agonist: activates human EPAC1 exchange factor; O95398; EPAC1 agonist qHTS, biochemical assay; response scale: 100% = response to 6.5 mM cAMP; Potency, µM (doses to about 154 µM), inactives show top-dose activation, actives largely listed as activators; actives 0.073% (n = 360,000); AID 720707; also: potency is read from the fitted curve at half-maximal effect; nearly all actives have a fitted effect of over 60% in size
#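 Nucleotide exchange by EPAC1 (100 nM) on Rap1B–BODIPY-GDP (250 nM) in the presence of 50 uM GDP is tracked fluorescently at 480/540 nm over 30 min. Signals are normalized to a 6.5 mM cAMP control.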
# Active calls of the source: *; i = inactive; ? = inconclusive; . = not tested or not shown; [ ] = remark or other dose. Unless noted, calls follow the shape of the dose curve; as a rule, active = well fitted curve in the direction sought with a large enough effect; inconclusive = small, poorly fitted or top-dose-only effect, or another doubt; inactive = no such curve, though single readings can be large; an effect the other way counts as inactive or inconclusive. A portion of the library; count on the stated rates, not on these rows.
nr	canonical_smiles	GLP1R inv ag	IL2 activator	PTHR1 ag	PLK1 PBD inh	EPAC1 agonist	GLP1R ag	GLP1R cytotox	PI5P4K alpha inh	EPAC1 antag
1	Cc1ccc(C(=O)COC(=O)c2cc(Cl)ccc2O)cc1[N+](=O)[O-]	-3%	-2.5	-8%	-10%	-4%	3%	-26%	21	-23%
2	COc1ccc(S(=O)(=O)NCCSCc2ccco2)cc1OC	32%[activator]	-1.9	-12%[57.5 µM]	-4%	10%	11%	-22%	.	13%
3	CCc1nnc(NC(=O)c2ccc(S(=O)(=O)N(CC)Cc3ccccc3)cc2)o1	?	-0.7	-3%[57.5 µM]	3µM*	1%	-11%	-8%	?	0%
4	CC(=O)Nc1c(C)ccc2nsnc12	-4%	3.2	i	-1%	8%	-9%	0%	5	3%
5	COc1cc(NC(=O)Nc2ccc3c(c2)OCO3)cc(OC)c1OC	12%	0.3	-5%	-7%	3%	2%	0%	2	-11%
6	O=C(OCc1cn([C@@H]2CN(Cc3cccs3)[C@@H](c3ccccc3)C[C@H]2O)nn1)c1ccccc1	-4%	-0.6	-13%	-7%	2%	1%	1%	-3	12%
7	Cc1onc(-c2ccccc2Cl)c1C(=O)NCCN1CCOCC1	9%	3.1	-2%	-10%	12%	-1%	-3%	-7	-4%
8	Cc1cc(C(=O)Nc2ccccc2)oc(=O)c1	27%	-1.6	i	-11%	5%	9%	-12%	-5	10%
9	Oc1ccc(C[C@H]2CN([C@@H](Cc3ccccc3)CN3CCC[C@@H]3CN3C(=S)NC[C@@H]3Cc3ccccc3)C(=S)N2CC2CCCCC2)cc1	?	1.0	-16%	5%	-7%	1%	2%	0	-2%
10	Cc1cc2cccc(C)c2nc1SCC(=O)NC1CCCCC1	3%	0.0	-6%	-2%	4%	11%	5%	2	-8%

# An excerpt from above in order of SMILES length, rising.
nr	canonical_smiles	GLP1R inv ag	IL2 activator	PTHR1 ag	PLK1 PBD inh	EPAC1 agonist	GLP1R ag	GLP1R cytotox	PI5P4K alpha inh	EPAC1 antag
4	CC(=O)Nc1c(C)ccc2nsnc12	-4%	3.2	i	-1%	8%	-9%	0%	5	3%
8	Cc1cc(C(=O)Nc2ccccc2)oc(=O)c1	27%	-1.6	i	-11%	5%	9%	-12%	-5	10%
10	Cc1cc2cccc(C)c2nc1SCC(=O)NC1CCCCC1	3%	0.0	-6%	-2%	4%	11%	5%	2	-8%
2	COc1ccc(S(=O)(=O)NCCSCc2ccco2)cc1OC	32%[activator]	-1.9	-12%[57.5 µM]	-4%	10%	11%	-22%	.	13%
7	Cc1onc(-c2ccccc2Cl)c1C(=O)NCCN1CCOCC1	9%	3.1	-2%	-10%	12%	-1%	-3%	-7	-4%
1	Cc1ccc(C(=O)COC(=O)c2cc(Cl)ccc2O)cc1[N+](=O)[O-]	-3%	-2.5	-8%	-10%	-4%	3%	-26%	21	-23%
3	CCc1nnc(NC(=O)c2ccc(S(=O)(=O)N(CC)Cc3ccccc3)cc2)o1	?	-0.7	-3%[57.5 µM]	3µM*	1%	-11%	-8%	?	0%

# (further entries)
nr	canonical_smiles	GLP1R inv ag	IL2 activator	PTHR1 ag	PLK1 PBD inh	EPAC1 agonist	GLP1R ag	GLP1R cytotox	PI5P4K alpha inh	EPAC1 antag
11	COc1ccc(C(NC(=O)c2cccnc2)c2cc(Cl)c3cccnc3c2O)cc1OC (stereo not given)	?	-0.1	i	-6%	6%	18%	3%	13	5%
12	Cc1nc(C)c(C(=O)N2CCCC(C(=O)c3ccc(Cl)cc3C)C2)s1 (stereo not given)	?	-2.1	i	1%	-7%	-5%	-3%	-1	1%
13	Cc1ccc(Oc2c(C)nc(-c3ccccc3)[nH]c2=O)cc1	6%	-4.3	-42%[inhibitor]	-4%	-5%	3%	5%	0	5%
14	COc1ccc(CCNC(=O)c2ccc(Br)cc2)cc1	-12%	-0.5	i	-5%	-3%	20%	4%	0	2%
15	Cc1ccc(N(C(=O)c2snc(C(N)=O)c2N)C(C(=O)NC2CCCC2)c2ccco2)cc1 (stereo not given)	?	-0.5	?	-10%	-18%	9%	-1%	8	-10%
16	C=CCc1cc(C=O)cc(OC)c1OCc1ccc(C(=O)O)cc1	14%	8.8	-20%	-8%	0%	2%	3%	0	13%
17	O=C1CCCN1CC(O)CS(=O)(=O)Cc1ccc(Cl)c(Cl)c1 (stereo not given)	-4%	-0.3	i	-9%	4%	18%	-6%	2	7%
18	CCCN1CCN(c2ccc([N+](=O)[O-])cc2C#N)CC1	7%	2.1	i	-6%	5%	10%	-16%	2	3%
19	CC1CCCN(C(=O)CN2C(=O)NC(C)(c3ccc4ccccc4c3)C2=O)C1 (stereo not given)	-23%	-1.1	i	-3%	0%	10%	-9%	3	-9%
20	COc1cccc(COC(=O)C2CC(=O)N(Cc3ccccc3)C2)c1OC (stereo not given)	0%	-0.1	i	1%	6%	-7%	-3%	-3	-13%

# Marked active in PLK1 PBD inh (from the list above):
nr	molecule	GLP1R inv ag	IL2 activator	PTHR1 ag	PLK1 PBD inh	GLP1R ag	PI5P4K alpha inh	EPAC1 antag
3	CCc1nnc(NC(=O)c2ccc(S(=O)(=O)N(CC)Cc3ccccc3)cc2)o1	?	-0.7	-3%[57.5 µM]	3µM*	-11%	?	0%

# The listing continues.
nr	canonical_smiles	GLP1R inv ag	IL2 activator	PTHR1 ag	PLK1 PBD inh	EPAC1 agonist	GLP1R ag	GLP1R cytotox	PI5P4K alpha inh	EPAC1 antag
21	CC(C)OC(=O)C1C(=O)CC(C)(O)C(C(=O)OC(C)C)C1c1ccc(F)cc1 (stereo not given)	-4%	-0.9	i	0%	1%	-4%	-14%	.	-2%
22	COc1ccc(Cc2nnc(SCC(=O)c3ccccc3)o2)cc1	-1%	-0.5	19%[57.5 µM]	-7%	-11%	-6%	-10%	-1	7%
23	CCC(CC)Nc1ccc(C(CC(N)=O)NC(=O)c2ccccc2)cc1[N+](=O)[O-] (stereo not given)	28%	-0.2	-23%	1%	-4%	9%	-5%	1	-2%
24	Cc1ccc(C(=O)Cn2c(C(=O)OCCO)cc3ccccc32)cc1	?	-2.3	-9%	-12%	11%	13%	-14%	4	-5%
25	COc1ccc(NC2=NCC(=O)N2c2ccccc2)c(OC)c1	4%	0.3	i	-9%	8%	-6%	-13%	-4	4%
26	O=C(O)c1ccccc1COc1ccccc1Cl	-4%	0.2	i	0%	-2%	12%	2%	.	8%
27	CC1CC(=O)Nc2ccccc2N1S(=O)(=O)c1ccccc1 (stereo not given)	14%	4.1	-5%[57.5 µM]	27µM*	0%	-10%	-5%	-28	-13%
28	CCOC(=O)c1cnc(SCC(=O)N2CCN(c3ccccc3)CC2)nc1N	16%	0.0	-11%	-12%	-4%	13%	13%	8	-8%
29	Cc1ccc(-c2nc(C=Nc3ccccc3)c(O)o2)cc1	-13%	1.8	-25%	7%	?	-11%	2%	3	-15%
30	NC(Cc1ccccc1)c1csc(Nc2ccc(C(F)(F)F)cn2)n1 (stereo not given)	?	-1.0	-10%	-6%	-12%	-5%	-19%	23	-9%
31	CCOC(=O)n1c2ccccc2c(=O)n1CCO	27%	0.2	-20%	3%	13%	2%	-8%	1	1%
32	O=C(CCC(=O)Nc1ccccc1)NNC(=O)C(c1ccccc1)c1ccccc1	-5%	0.9	i	-7%	-3%	-19%	8%	0	0%
33	Cc1ccccc1CN1C(=O)CSc2ccc(C(=O)N3CCOCC3)cc21	2%	-1.9	-1%	-2%	-3%	-3%	-3%	-8	10%
34	Cc1ccc(NC(=O)C(=O)NCC2CCCO2)cc1C (stereo not given)	23%	4.8	-20%	-4%	-19%	1%	4%	2	27%
35	COc1cccc(Oc2nccc(N(C)C)c2C#N)c1	51%[activator]	0.4	i	-7%	-4%	18%	1%	2	0%
36	COc1ccc2cc(-c3[nH]ncc3CNCCn3nc(C)cc3C)ccc2c1	?	0.4	-16%	1%	14%	20%	-2%	3	2%
37	CC(Oc1ccc2ccccc2c1)C(=O)N/N=C/c1cccnc1 (stereo not given)	-13%	0.4	i	1%	0%	11%	-3%	-3	-19%
38	COc1ccc(Cl)cc1NC(=O)CCN1C(=O)NC(C)(C)C1=O	11%	0.4	-16%	3%	9%	13%	-2%	3	-6%
39	CC(C)(C)c1ccc(C(=O)NCCC(=O)NNC(=O)COc2ccc(F)cc2)cc1	-23%	1.0	-30%	-1%	12%	0%	-2%	7	6%
40	CCSc1nnc(NC(NC(C)=O)(C(F)(F)F)C(F)(F)F)s1	14%	-2.6	-22%	-5%	-3%	-2%	-13%	1	11%
41	COc1ccc(CNC(=O)CC(c2ccc(OC)c(OC)c2)N2Cc3ccccc3C2=O)cc1 (stereo not given)	9%	.	22%	.	.	5%	-3%	.	.
42	Cc1nc(-c2ccccc2O)n(S(=O)(=O)N(C)C)n1	21%	0.0	i	?	1%	8%	-8%	1	6%
43	O=C(N/N=C/C1=Cc2ccccc2OC1)c1ccncc1	10%	-0.6	-31%[inhibitor]	-4%	-1%	11%	53%[activator]	2	-25%
44	Cc1ccc(NC(=O)CCN2C(=O)c3ccccc3C2=O)cc1C	3%	0.2	-8%	-15%	-5%	2%	-3%	-6	-1%
45	O=C(OCCN1C(=O)c2ccccc2C1=O)c1cccc(OC(F)F)c1	4%	6.5	i	4%	7%	13%	-5%	-4	-19%
46	COc1cccc(-n2ccnc2SCC(=O)N2CCc3ccccc32)c1	?	0.9	i	-10%	7%	34%	9%	5	-29%
47	CCN1C[C@@H]2[C@@H]3C(=O)N(Cc4ccccc4)C(=O)[C@@H]3[C@](C)(C1=O)N2C(=O)c1ccc(Br)cc1	6%	0.0	i	-1%	13%	-3%	?	-1	-9%
48	O=C(Nc1ccc2c(c1)OCCO2)C1CCN(S(=O)(=O)Cc2ccccc2)CC1	-16%	1.0	-22%	-16%	-10%	-2%	-9%	0	-16%
